Tn7 DDE FP: disrupts Tn7 cyclic peptide binding to fibrin D-Dimer-E complex; P02675; FP displacement of FITC-Tn7 peptide from fibrin DD(E); 0% = median of compound wells per plate; inhibition, % at 8.3 µM; hit rate 0.13% among 370,000;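 active means inhibition above the mean of compounds falling within the control limits plus 3 SD of them, cut at about 14% in these data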;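 further: 0% = plate median of compound wells and 100% = 10 µM Aha-Tn7 peptide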
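System: human fibrin DD(E); quantity: Fibrin-DD(E) at 2 µM final; also added: fluorescent Tn7 probe at 0.1 µM; compound dosing: single nominal test concentration of 8.3 µM per compound; schedule: 10 min preincubation, 3 h with tracer, room temperature; detection: fluorescence polarization of the labelled Tn7 tracer; repeats: one replicate per compound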
DDE Tn6 FP inh: inhibitors of Tn6 peptide binding to human fibrin DD(E); P02675; Fibrin DD(E) TRITC-Tn6 fluorescence polarization displacement; inhibition, % at 8.3 µM; hit rate 0.21% among 370,000; AID 720509;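 active means inhibition above a per-campaign cutoff: mean of compounds within control limits plus 3 SD, cut at about 15% in these data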;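 further: 0% = median of all compound wells on the plate and 100% = blocking peptide control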
HGIII-sPLA2 inh: Blocks human group III sPLA2 activity | Q9NZ20 | inhibition, % at 12.2 µM | AID 743126 | QFRET BODIPY PC-A2 liposome hydrolysis, fluorescence | hit rate 0.56% among 370,000;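 active means inhibition above mean plus 3 SD of compounds lying within the high and low control bounds, cut at about 19% in these data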;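 further: 0% = median of test compound wells and 100% = no enzyme DMSO wells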
Target sequence (Q9NZ20 whole entry, looked up): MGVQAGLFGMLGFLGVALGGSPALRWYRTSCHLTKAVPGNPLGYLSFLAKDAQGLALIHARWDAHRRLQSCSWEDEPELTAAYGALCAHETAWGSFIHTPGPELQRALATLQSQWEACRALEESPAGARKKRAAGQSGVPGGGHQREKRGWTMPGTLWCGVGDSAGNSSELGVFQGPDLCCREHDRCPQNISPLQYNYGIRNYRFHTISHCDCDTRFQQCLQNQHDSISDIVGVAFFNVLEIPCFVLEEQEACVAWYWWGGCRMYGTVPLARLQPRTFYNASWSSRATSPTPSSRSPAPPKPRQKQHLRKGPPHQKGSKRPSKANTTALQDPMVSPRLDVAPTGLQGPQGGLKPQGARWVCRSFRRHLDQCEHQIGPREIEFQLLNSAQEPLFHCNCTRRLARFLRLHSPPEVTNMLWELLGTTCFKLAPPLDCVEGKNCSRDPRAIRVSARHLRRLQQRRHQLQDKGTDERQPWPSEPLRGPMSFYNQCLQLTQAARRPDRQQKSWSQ
PLC-beta3 inh: inhibitors of human phospholipase C beta3. hit rate 0.18% among 370,000. Purified PLC-beta3, fluorogenic substrate, fluorescence. Q01970. AID 720704. inhibition, % at 12.2 µM; in the data active means inhibition above about 11%;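 further: 0% = median of compound wells on plate and 100% = full blocker control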
ARFGAP1 inh: inhibits rat ARF GTPase activating protein 1; Q62848; Arfgap1-stimulated ARF1 GTP hydrolysis, GDP FP detection; inhibition, % at 16.5 µM; hit rate 0.26% among 360,000; AID 651572;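 active means inhibition above a per-plate limit, mean inhibition of low control wells plus 3 SD, cut at about 25% in these data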;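 further: 0% = DMSO wells with enzyme and 100% = wells lacking Arfgap1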
Target sequence (Q62848 1-136 limits assumed): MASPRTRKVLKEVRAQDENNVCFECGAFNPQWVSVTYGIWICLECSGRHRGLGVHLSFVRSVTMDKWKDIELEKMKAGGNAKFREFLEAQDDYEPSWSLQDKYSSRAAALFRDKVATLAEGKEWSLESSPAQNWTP
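Assay system: purified rat His6-Arfgap1 residues 1-136 (GAP domain); Reagent: human Δ17 ARF1 bound to GTP; Dosing: 16.5 µM single point, 1.26% DMSO; Times: GTP hydrolysis reaction 2 h at 25 °C; Signal: FP, GDP Alexa 633 tracer displaced from anti-GDP antibody, 620/688 nm; Measure: % inhibition from polarization.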
UHRF1 MBD2 ctr: UHRF1 methyl-DNA binding inhibition. inhibition, % at 4.4 µM. UHRF1 binding to methylated oligo, TR-FRET. hit rate 0.75% among 370,000; in the data active means inhibition above about 21%;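 further: UHRF1 SRA domain binding a hemimethylated CpG hairpin DNA probe; 0% = median of test compound wells and 100% = reference inhibitor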
ASAP1 inh: ASAP1 ArfGAP inhibition; Q9ULH1; ASAP1-stimulated ARF1 GTP hydrolysis, GDP FP detection; inhibition, % at 16.5 µM; hit rate 0.19% among 360,000; AID 624377; in the data active means inhibition above about 25%;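 further: 0% = vehicle with enzyme and substrate and 100% = no enzyme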
NR1D1 modulator: Rev-erb alpha (human) modulation; activity, % at 10 µM; Rev-erbα–FITC-DNA binding, fluorescence polarization, 90 min; hit rate 0.79% among 370,000;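 active means activity above about 14%, limit read from the data; passing the limit was not always enough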;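 further: 0% = DMSO wells with 35 nM protein and 100% = DMSO wells with 750 nM protein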
PLC-gamma1 inh: PLC-gamma1 (human) inhibition, primary screen. P19174. inhibition, % at 12.2 µM. AID 720700. hit rate 0.84% among 370,000. purified PLC-gamma1, fluorogenic substrate, fluorescence; in the data active means inhibition above about 9.5%
KLK7 zymogen act: activators of human kallikrein-7 zymogen. hit rate 0.9% among 370,000. AID 652039. purified proKLK7, EDANS-DABCYL substrate fluorescence; 100% is mature enzyme control, 0% vehicle. activation, % at 7 µM;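 active means activation above the mean of all tested compounds plus 3 SD, computed per campaign excluding outliers beyond control limits, cut at about 13% in these data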
Target sequence (P49862 whole entry, looked up): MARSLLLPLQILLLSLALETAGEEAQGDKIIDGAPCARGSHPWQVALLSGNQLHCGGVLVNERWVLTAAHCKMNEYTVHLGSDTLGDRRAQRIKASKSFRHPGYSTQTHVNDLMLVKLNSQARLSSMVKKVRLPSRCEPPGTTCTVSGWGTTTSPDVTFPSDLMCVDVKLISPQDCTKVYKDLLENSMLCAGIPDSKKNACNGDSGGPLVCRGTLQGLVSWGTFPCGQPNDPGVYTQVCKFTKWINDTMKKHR
* = called active by the depositor; i = inactive; · = not tested or not shown. Compounds as they come. About 4.5% of those tested had a hit in this group.

SMILES	Tn7 DDE FP	DDE Tn6 FP inh	HGIII-sPLA2 inh	PLC-beta3 inh	ARFGAP1 inh	UHRF1 MBD2 ctr	ASAP1 inh	NR1D1 modulator	PLC-gamma1 inh	KLK7 zymogen act
O=S(=O)(CCN1CCCCC1)CCS(=O)(=O)CCN1CCCCC1	-2.5	-2.1	-7.3	4.3	7.9	1.9	9.4	0.8	1.1	-0.5
CC(C)[C@H](NC(=O)N1CC(=O)Nc2ccccc21)C(=O)N[C@@H](Cc1ccccc1)C(=O)O	-6.8	2.8	0.7	2.8	7.4	0.8	-13.5	-4.9	0.3	-0.9
Cc1nc2cc(Cl)ccc2n1-c1ccccc1	4.2	8.6	-7.5	0.1	-5.5	-2.8	-6.2	0.6	4.0	0.4
Cc1ccc(C2=CC(c3ccc(C)cc3)n3ncnc3N2)cc1 (stereo unspecified)	2.1	-11.1	2.9	i	14.1	1.5	4.1	0.2	i	32.0*
COc1ccc(/C=C/C(=O)Nc2ccccc2C(F)(F)F)cc1OC	-0.6	3.8	-0.7	-20.9	12.0	-2.6	-11.3	-5.1	-22.3	1.3
C/C(=N\NC(=O)c1cc(-c2ccncc2)nc2ccccc12)c1ccc(N2CCOCC2)cc1	-0.7	-2.4	-7.0	-6.6	1.2	0.4	-9.4	-0.6	-5.1	-0.2
CCN(CC)C(=O)c1ccc(NS(=O)(=O)c2ccc3[nH]c(=O)[nH]c3c2)cc1	-0.1	6.6	3.1	-4.9	9.4	1.4	-0.2	-5.2	-1.5	0.2
CCOC(=O)C1=C(Nc2ccc(Br)cc2)CC(C)(O)C(C(=O)OCC)C1c1ccccc1 (stereo unspecified)	0.8	-1.9	2.2	-0.4	1.8	-3.2	3.2	28.4*	-2.5	0.4
CCCC(C)C(=O)Nc1cc([N+](=O)[O-])ccc1Cl (stereo unspecified)	2.6	-0.8	2.5	-2.2	6.2	-2.1	-8.6	-3.7	0.4	-0.9
O=C(CN1CCCC1)NCC(=O)Nc1ccc(F)cc1	6.8	-6.4	-0.3	-7.5	13.1	0.2	-11.3	2.9	-1.2	-0.5
CN(Cc1cccc(F)c1)C(=O)Cc1ccc(S(=O)(=O)N2CCOCC2)s1	-7.6	0.4	-11.9	-5.8	-5.3	-0.1	-6.8	-1.4	-1.8	-0.4
CN1CCN(C(=O)NC2CCCCC2)CC1	0.7	-1.9	1.2	3.7	5.2	-0.7	4.9	1.7	-2.1	0.5
O=C1CCCc2c1oc1c2CCCC1	-1.0	0.4	-7.4	3.4	-10.1	1.0	-13.3	-4.6	-1.7	-0.2
COC(=O)c1cc2ccccn2c2c(C(=O)OC)c(C(=O)OC)cc1-2	1.5	2.5	5.5	-1.6	-5.2	-10.2	-14.8	2.4	0.8	-0.2
O=C(O)/C=C\C(=O)Nc1cc(O)ccc1[N+](=O)[O-]	4.0	-0.8	18.0	-7.2	12.1	-1.7	2.9	11.6	2.4	0.4
O=S(=O)(N1CCCCCC1)N1CCNCC1	6.3	4.2	10.6	-4.1	-0.5	3.8	-0.8	-0.4	-1.4	0.5
Cc1ccc(-n2ncc3c2CC(C)(C)CC3NC(=O)CCN2CCCO2)cc1 (stereo unspecified)	3.7	-2.2	1.8	-2.4	12.9	2.1	-5.8	3.8	5.6	0.5
CCOc1ccccc1N(C)C(=O)Cn1ncc2c([nH]c3ccc(C)cc32)c1=O	-4.3	2.5	7.9	-8.6	-4.4	3.0	5.0	2.0	0.2	-0.1
O=C(NC12CC3CC(CC(C3)C1)C2)C12CC3CC(C1)CC(n1cnc(Cl)n1)(C3)C2	-4.1	2.1	2.1	-9.0	-1.3	-0.1	-3.2	-2.4	4.4	0.2
O=C(O)C1=C[C@H](c2ccccc2)C[C@H](OCc2ccc(CO)cc2)O1	0.6	1.5	1.6	-2.5	-6.2	-2.9	3.1	4.3	0.0	0.2
COc1ccc(NC(=O)C23CC4CC(C2)CC(c2ccccc2)(C4)C3)c(OC)c1	-4.6	-1.1	-11.3	0.8	1.8	-0.2	8.3	8.1	4.3	0.2
COc1cc(CNC(=O)CCCCCCC(C)C)ccc1O	11.3	7.0	-3.6	-3.7	6.0	3.4	-4.4	-1.0	-0.8	-0.1
Cc1ccc(C2(c3noc(CN4CCC(C(=O)N5CCOCC5)CC4)n3)CCCC2)cc1	2.1	0.2	3.1	-10.1	-7.8	-2.8	1.8	0.1	-0.1	0.2
O=C1CCCN1C(=O)COc1ccc([N+](=O)[O-])cc1	-3.1	-2.6	-1.8	0.8	4.9	-1.1	-10.7	-0.9	-0.6	0.8
CCN(c1ccccc1)S(=O)(=O)c1ccc2c(c1)CCCN2C(C)=O	8.8	6.0	3.6	-8.8	0.6	3.2	-15.6	-1.2	-1.8	-0.1
Cc1ccc(C(=O)COC(=O)c2ccco2)cc1C	4.6	1.8	1.4	-10.3	5.6	1.3	-6.8	-6.9	2.6	-0.6
O=C(N/N=C/c1c[nH]c2ccc(Br)cc12)c1ccn(Cc2ccc(Cl)cc2Cl)n1	4.9	-3.5	-3.0	-3.4	-1.0	-4.0	2.4	1.7	-4.8	-2.8
C=CCn1c(SC(C)C(=O)NC2CC2)nnc1-c1ccoc1C (stereo unspecified)	4.3	-3.7	-2.2	-0.1	2.2	-0.8	-4.4	-0.7	-1.3	0.0
Cc1ncccc1C(=O)N1CCCC(c2cc(C(=O)Nc3ccc(C(C)(C)C)cc3)no2)C1 (stereo unspecified)	-1.4	4.1	5.9	-1.2	-6.9	1.0	8.0	-2.4	2.4	-0.1
Cc1ccc(NC(=S)NCc2ccc3c(c2)OCO3)c(C)c1	-4.3	-2.1	9.3	0.7	-1.5	-1.2	-3.2	5.4	4.2	-0.1
Cc1cccc(N2CCN(C(=O)c3ccccn3)CC2C)c1 (stereo unspecified)	4.2	-6.4	2.6	-2.2	4.2	-4.8	-7.3	0.1	2.9	0.1
Cn1c(NCc2cccnc2)nc2cc(-c3cccc(C(=O)NCCO)c3)sc2c1=O	4.6	3.0	1.7	-9.8	-3.8	0.2	13.2	-7.1	-12.3	0.3
COc1ccc(CNC(=O)CN(Cc2ccccc2F)C(=O)c2csnn2)cc1	-0.6	4.0	-1.8	-2.9	0.1	0.5	10.9	-0.6	0.4	-0.1
Cc1ccc(S(=O)(=O)N(C)C)cc1NC(=S)NC1CCCC(C)C1C (stereo unspecified)	4.3	3.0	-6.8	4.0	-4.3	-1.5	-7.5	2.3	1.2	-0.4
CCOC(=O)CSc1cc(-c2ccccc2)nc2ncnn12	5.1	-1.5	-32.5	-7.5	13.5	1.1	2.3	6.0	0.0	0.3
O=C(CSc1nnnn1-c1cccnc1)Nc1ccccc1F	7.3	-6.2	-3.7	-18.0	-9.2	-2.0	-5.2	-1.3	2.1	-0.3
O=C(CSc1nc(-c2ccccc2)cc(=O)[nH]1)Nc1ccccn1	-5.1	2.6	-5.9	0.8	5.5	1.3	8.8	-2.3	0.1	0.2
CCc1noc(C)c1C(=O)NCCc1ccc(F)cc1	2.3	1.8	6.4	-4.7	2.8	-2.6	-9.2	1.6	2.0	0.0
OC(CNCCC1C=Nc2ccccc21)Cn1c2ccc(Cl)cc2c2cc(Cl)ccc21 (stereo unspecified)	-8.0	-9.6	3.4	1.6	28.0*	0.1	12.7	-3.7	9.2	-0.7
O=C(NCc1ccccc1)N1CCCC1	-1.9	-4.1	-5.3	-6.9	3.5	-3.3	0.1	-0.4	0.3	0.6
CCC(CO)NCc1cc(OC)c(OCC(=O)NCCc2ccccc2)cc1Br (stereo unspecified)	2.6	0.4	1.1	2.2	1.8	-0.8	0.6	-4.4	-2.9	0.1
Cc1ccc(S(=O)(=O)Nc2ccc3c(c2)n(C)c(=O)n3C)c(C)c1	1.2	3.1	-4.3	-1.3	3.4	0.7	-0.2	1.7	1.5	0.4
Cc1cccc(NC(=O)C2CCCN(c3nnc(-n4cccc4)s3)C2)c1C (stereo unspecified)	5.1	-1.2	12.8	7.6	·	1.6	·	2.2	-1.2	0.0
COCCNC(=O)CN(c1cc(Cl)ccc1OC)S(C)(=O)=O	8.0	1.5	5.2	-3.5	5.7	5.5	1.0	4.3	-2.1	-0.2
COc1ccccc1Nc1nc(N)nc(CSc2nncn2C)n1	-11.8	-6.8	0.5	-1.2	7.2	0.8	-4.5	2.0	4.3	-0.2
Cc1ccnc(SCC(=O)c2cccs2)n1	-4.0	1.8	-21.3	0.6	14.8	-0.1	2.7	-10.4	3.1	0.3
COc1cccc(C(=O)Nc2ccc(C(=O)c3ccccc3)cc2)c1	-1.8	3.4	-14.5	-9.5	-0.9	1.4	11.9	-4.4	0.6	-0.4
O=C(CN1C(=O)NC2(CCc3ccccc32)C1=O)Nc1ccccc1C(F)(F)F (stereo unspecified)	1.9	-0.1	7.6	-2.7	-6.1	8.4	15.1	3.1	2.6	-0.4
Cc1ccc(C(=O)Nc2cccc(-c3ccc(N4CCOCC4)nn3)c2)cc1[N+](=O)[O-]	-2.1	-0.6	6.7	2.0	6.2	-1.2	2.8	-20.0	0.2	-0.8
Cc1ccc(C(=O)N2c3ccccc3Sc3ccccc32)cc1	-4.3	-4.1	3.0	2.5	6.1	3.4	4.5	5.0	4.1	0.2
O=C(N/N=C/c1ccc(Br)s1)c1cccnc1	0.9	-6.1	0.9	-0.8	-3.7	0.1	0.1	0.3	-1.8	-0.2
CCCOC(=O)CC1C(=O)NCCN1Cc1ccc(F)cc1 (stereo unspecified)	-8.6	1.4	2.7	-0.2	-2.2	-1.4	-4.3	-3.3	-0.5	0.2

Record cards (already shown). Screens in order: Tn7 DDE FP	DDE Tn6 FP inh	HGIII-sPLA2 inh	PLC-beta3 inh	ARFGAP1 inh	UHRF1 MBD2 ctr	ASAP1 inh	NR1D1 modulator	PLC-gamma1 inh	KLK7 zymogen act
Listed for Cc1ccc(S(=O)(=O)Nc2ccc3c(c2)n(C)c(=O)n3C)c(C)c1 → 1.2	3.1	-4.3	-1.3	3.4	0.7	-0.2	1.7	1.5	0.4
Listed for Cc1cccc(NC(=O)C2CCCN(c3nnc(-n4cccc4)s3)C2)c1C (stereo unspecified) → 5.1	-1.2	12.8	7.6	·	1.6	·	2.2	-1.2	0.0
Listed for O=C(CN1C(=O)NC2(CCc3ccccc32)C1=O)Nc1ccccc1C(F)(F)F (stereo unspecified) → 1.9	-0.1	7.6	-2.7	-6.1	8.4	15.1	3.1	2.6	-0.4
Listed for COCCNC(=O)CN(c1cc(Cl)ccc1OC)S(C)(=O)=O → 8.0	1.5	5.2	-3.5	5.7	5.5	1.0	4.3	-2.1	-0.2
Listed for O=C(N/N=C/c1ccc(Br)s1)c1cccnc1 → 0.9	-6.1	0.9	-0.8	-3.7	0.1	0.1	0.3	-1.8	-0.2

Screens (PubChem BioAssay)
